STK33 inh = inhibitors of purified STK33 kinase, primary screen, biochemical, ADP-Glo luminescence, homogeneous, cell-free. Serine/threonine-protein kinase 33 (Homo sapiens), Q9BYT3. MBP phosphorylation. 320,000 tested, 0.073% active. AID 2661, 2010. inhibition, % at 10 µM;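 active means inhibition at or above 25%, using the most active replicate where run in duplicate; inactive means inhibition below 25%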
Target sequence (Q9BYT3 whole entry, looked up): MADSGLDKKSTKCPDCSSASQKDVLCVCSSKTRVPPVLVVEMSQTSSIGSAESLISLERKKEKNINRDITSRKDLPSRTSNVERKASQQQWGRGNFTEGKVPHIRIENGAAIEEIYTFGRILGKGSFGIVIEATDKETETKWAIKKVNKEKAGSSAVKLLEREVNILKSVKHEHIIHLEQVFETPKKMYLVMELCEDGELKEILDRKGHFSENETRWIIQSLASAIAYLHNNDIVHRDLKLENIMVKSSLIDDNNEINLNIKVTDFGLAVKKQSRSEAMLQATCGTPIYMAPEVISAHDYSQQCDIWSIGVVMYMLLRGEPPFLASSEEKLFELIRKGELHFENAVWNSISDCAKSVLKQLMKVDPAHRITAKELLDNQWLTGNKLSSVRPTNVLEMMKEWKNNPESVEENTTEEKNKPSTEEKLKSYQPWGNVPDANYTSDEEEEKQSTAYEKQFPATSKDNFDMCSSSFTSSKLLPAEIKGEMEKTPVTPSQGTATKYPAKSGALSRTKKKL
Kir21 block = inhibitors of mouse Kir2.1 inward-rectifier potassium channel; HEK293-Kir2.1, FluxOR thallium flux fluorescence; active compounds read low; B-score at 10 µM; 310,000 tested, 0.85% active; Inward rectifier potassium channel 2 (Mus musculus), P35561;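 active means fluorescence ratio B-score at or below minus 3 SD of library scores, with starting-brightness B-score within 2 SD, cut at about -4.2 in these data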;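 further: channel flux triggered by added potassium and thallium sulfate stimulus; B-score of peak minus minimum fluorescence over baseline after thallium stimulus; more negative B-score means stronger Kir2.1 block with less thallium influx; some compounds called inactive have numbers as strong as hits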
Target sequence (P35561 whole entry, looked up): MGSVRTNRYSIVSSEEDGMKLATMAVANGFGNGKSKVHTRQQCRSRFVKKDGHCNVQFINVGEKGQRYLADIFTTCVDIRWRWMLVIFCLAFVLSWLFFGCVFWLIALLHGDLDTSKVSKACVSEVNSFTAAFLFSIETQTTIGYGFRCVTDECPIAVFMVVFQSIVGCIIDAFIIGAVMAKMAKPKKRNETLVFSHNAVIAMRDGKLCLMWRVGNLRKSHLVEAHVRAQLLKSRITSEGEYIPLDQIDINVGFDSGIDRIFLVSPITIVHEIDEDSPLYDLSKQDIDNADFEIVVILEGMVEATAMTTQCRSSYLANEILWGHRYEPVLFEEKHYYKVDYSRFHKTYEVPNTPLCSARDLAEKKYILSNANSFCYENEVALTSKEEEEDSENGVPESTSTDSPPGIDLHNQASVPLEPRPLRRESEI
* hit, by the source's call; / = no result given.

STK33 inh	Kir21 block	smiles
-1.9	0.73	COc1ccc(C2=NOC(CNC(=O)c3ccccc3Br)C2)c(OC)c1 (stereo not given)
4.4	0.23	COc1ccc(C(=O)Nc2ncc3c(n2)-c2ccccc2CC3)cc1
0.0	-0.75	Cc1cc(C(=O)OCC(=O)Nc2ccc(F)cc2F)c(C)o1
-1.5	/	O=C(C1CCC(CNc2c(N3CCOCC3)c(=O)c2=O)CC1)N1CCN(c2ccccc2)CC1 (stereo not given)
1.2	0.27	Cc1cc(O)ccc1Nc1nc2ccccc2nc1Nc1ccc(O)cc1C
1.2	-1.4	O=C(O)CSc1c2c(nc3cc(C(=O)Nc4cccc(C(F)(F)F)c4)ccc13)CCC2
-0.8	-1.7	C=CCc1c(C)nc2cc(-c3ccccc3)[nH]n2c1=O
-0.4	0	CCN(CC(=O)Nc1ccccc1OC)C(=O)c1cc(S(=O)(=O)N2CCCCCC2)ccc1OC
0.0	1.1	COc1cc(C(=S)N2CCOCC2)cc(OC)c1OC(=O)c1cc([N+](=O)[O-])c(C)c([N+](=O)[O-])c1
0.9	0.56	CCOc1ccc2[nH]cc(C(=O)NCCCN3CCOCC3)c(=O)c2c1
-2.2	0.01	CC1(C)C(=O)Nc2ccccc2N1C(=O)CSc1nnc2c(Cl)cc(Cl)cn12
-2.1	0.46	CCN(CC(=O)NCc1ccc(Cl)cc1)C(=O)c1cc(S(=O)(=O)NCc2ccccc2)ccc1C
0.8	0.74	COc1cccc(CN(C(=O)Cn2nnc(-c3ccccc3F)n2)C(C(=O)NC(C)(C)C)c2ccncc2)c1 (stereo not given)
-0.7	0.04	O=C(Nc1ccc(F)cc1)c1nc[nH]c1C(=O)Nc1ccccc1[N+](=O)[O-]
-1.4	/	CC(Sc1ncn[nH]1)C(=O)Nc1cc(C(F)(F)F)ccc1Cl (stereo not given)
0.6	-0.13	Cc1cc(OCC(=O)N2CCOCC2)ccc1NC(=O)c1ccccc1C
3.5	0.85	COc1ccc(N2C(N)=C(C#N)C(c3ccsc3)C3=C2CCCC3=O)c(OC)c1 (stereo not given)
-1.1	-0.64	Cc1ccc(NC(=O)C2CCCN2C(=O)OCc2ccccc2)c(C)c1 (stereo not given)
-0.5	-2.2	CC(C)CC(C(=O)Nc1ccccc1)N1C(=O)C2C3C=CC(C3)C2C1=O (stereo not given)
1.3	0.16	CC1CCc2cc(F)cc3c(O)c(C(=O)NCCN(C)C)c(=O)n1c23 (stereo not given)
1.2	1.1	CCOC(=O)c1oc2cc(O)c(CC)cc2c(=O)c1-c1cscn1
3.7	-0.04	O=c1cnnc(Nc2cccc(F)c2)[nH]1
-0.3	-1.8	O=C(NCCNC(=O)C(F)(F)F)c1ccncc1
-2.0	-0.37	CCOC(=O)C/C(C)=N/NC(=O)c1cccs1
/	-3.9	Cc1ccc(NC(=O)c2cc(N3C(=O)C=CC3=O)ccc2N2CCOCC2)cc1
1.9	-15	N=C1/C(=C\c2coc3ccc(O)cc3c2=O)C(=O)N=C2SC=CN12
-1.0	0.42	CN(Cc1ccccn1)C(=O)CC1C(=O)NCCN1Cc1ccc(F)cc1Cl (stereo not given)
-0.3	-3	O=S(=O)(NCc1cccs1)c1ccc(Cl)s1
-1.4	0.64	Cc1cc(C(=O)NC2CCCc3ccccc32)ccc1[N+](=O)[O-] (stereo not given)
-3.0	0.39	COc1ccc(-c2nsc3c(N4CCN(C(=O)c5ccco5)CC4)ncnc23)cc1

Arranged by number of heavy atoms (descending): part of the list above
STK33 inh	Kir21 block	smiles
0.8	0.74	COc1cccc(CN(C(=O)Cn2nnc(-c3ccccc3F)n2)C(C(=O)NC(C)(C)C)c2ccncc2)c1 (stereo not given)
-0.4	0	CCN(CC(=O)Nc1ccccc1OC)C(=O)c1cc(S(=O)(=O)N2CCCCCC2)ccc1OC
-1.5	/	O=C(C1CCC(CNc2c(N3CCOCC3)c(=O)c2=O)CC1)N1CCN(c2ccccc2)CC1 (stereo not given)
-3.0	0.39	COc1ccc(-c2nsc3c(N4CCN(C(=O)c5ccco5)CC4)ncnc23)cc1
/	-3.9	Cc1ccc(NC(=O)c2cc(N3C(=O)C=CC3=O)ccc2N2CCOCC2)cc1
0.6	-0.13	Cc1cc(OCC(=O)N2CCOCC2)ccc1NC(=O)c1ccccc1C
-1.1	-0.64	Cc1ccc(NC(=O)C2CCCN2C(=O)OCc2ccccc2)c(C)c1 (stereo not given)
4.4	0.23	COc1ccc(C(=O)Nc2ncc3c(n2)-c2ccccc2CC3)cc1
1.9	-15	N=C1/C(=C\c2coc3ccc(O)cc3c2=O)C(=O)N=C2SC=CN12
-1.4	0.64	Cc1cc(C(=O)NC2CCCc3ccccc32)ccc1[N+](=O)[O-] (stereo not given)
0.0	-0.75	Cc1cc(C(=O)OCC(=O)Nc2ccc(F)cc2F)c(C)o1
-0.8	-1.7	C=CCc1c(C)nc2cc(-c3ccccc3)[nH]n2c1=O
-2.0	-0.37	CCOC(=O)C/C(C)=N/NC(=O)c1cccs1
-0.3	-3	O=S(=O)(NCc1cccs1)c1ccc(Cl)s1
3.7	-0.04	O=c1cnnc(Nc2cccc(F)c2)[nH]1

Next entries.
STK33 inh	Kir21 block	smiles
-1.3	-0.2	O=C(NCc1cccs1)C1CCCN1S(=O)(=O)c1ccccc1F (stereo not given)
-0.6	-0.67	CC(Oc1ccc2c(-c3ccccc3)cc(=O)oc2c1)C(=O)N[C@H](Cc1c[nH]c2ccccc12)C(=O)O (stereo not given in full)
/	0.04	CCN(CC)c1ccc(NC(=O)CCCOc2cccc(C)c2)cc1
-1.5	0.58	CCc1ccc(CN(C)C(=O)c2ccc3c(=O)n4c(nc3c2)CCC4)cc1
0.0	-1.4	COc1ccccc1NC(=O)Oc1cccc(OC(=O)c2ccccc2)c1
0.6	/	C#CCOCCOCCOCCNc1nc(N2CCN(C(=O)Cn3cc(CCCN=C(N)N)nn3)CC2)nc(N2CCN(C(=O)[C@H](C)n3cc(CCCN=C(N)N)nn3)CC2)n1
0.6	0.04	COc1ccc(Cn2ccc(=O)c(Cc3c(Cl)cccc3Cl)c2C)cc1
0.5	-0.01	COc1cccc(N(CC(=O)NC2CCCCC2)C(=O)c2snc(C(N)=O)c2N)c1
-3.1	-0.64	CCOC(=O)/C(=C/C=C/c1ccccc1)NC(=O)c1ccccc1
-1.0	0.02	CCOc1ccccc1C(c1c(O)nc(SC)[nH]c1=O)c1c(O)nc(SC)[nH]c1=O
0.8	-0.79	O=C(COC(=O)c1cc(S(=O)(=O)N2CCCCC2)ccc1N1CCOCC1)NCCc1ccc(F)cc1
0.3	0.07	O=C(Nc1ccc(-c2csnn2)cc1)C1CC1
-1.1	0.44	COc1ccc(OC)c(C2C(C(=O)c3cccs3)=C(O)C(=O)N2CCN2CCOCC2)c1 (stereo not given)
0.3	0.38	Cn1cnc2cc(NC(=O)c3cccs3)ccc21
-1.1	1.1	O=C1CC2(CCN(C(=O)COc3ccccc3F)CC2)Oc2ccccc21
0.6	/	Cc1c2ccccc2c(C)c2c1ccc1ccccc12
0.1	1.1	NC(CCCCCP(=O)(c1ccccc1)c1ccccc1)C(=O)O (stereo not given)
-0.4	0.06	CCN(C(=O)c1ccc2c(OC)n(CC)nc2c1)c1ccc(OC)cc1
1.5	-1.2	COc1cccc(-c2c(C(=O)N/N=C/c3cccs3)nnn2-c2nonc2N)c1
-1.1	0.83	COc1cc(C(=O)NCc2nnc(SCC(=O)NCc3ccco3)o2)cc(OC)c1OC
-2.0	-0.83	CCOc1ccc(CC(=O)Nc2cccc(-c3ccc4nnc(C)n4n3)c2)cc1
-0.1	1.3	CS(=O)(=O)C1=C(O)C(=O)N(CCCC(=O)O)C1c1ccccc1F (stereo not given)
-0.4	-0.02	Clc1ccc(CN2C3=NCCN3c3ccccc32)cc1
-1.1	1.8	Cc1ccnc(NC(=O)Cn2cc([N+](=O)[O-])cn2)c1
-0.3	-0.67	COc1ccc(C(=O)CSc2n[nH]c(C)n2)cc1[N+](=O)[O-]
-2.4	-2	Cc1[nH]c2ccccc2c1C(O)c1ccncc1 (stereo not given)
0.8	0.33	O=C(CN1CCCCC1)NCCNc1ccc(C(F)(F)F)cc1[N+](=O)[O-]
-0.1	-0.45	CCCOP(=O)(c1ccc(N(C)C)cc1)C(O)c1ccncc1 (stereo not given)
1.8	-0.75	Cc1ccc(SCc2cn3c(C)csc3n2)cc1
-0.4	-0.02	O=C(CSc1nc2ccccc2c(=O)n1-c1ccc(SC(F)F)cc1)Nc1ccc(N2CCOCC2)cc1
4.7	0.54	CCN1/C(=C/C(=O)c2ccco2)Sc2ccccc21
-1.0	-0.91	CC(=O)NS(=O)(=O)c1ccc(NC(=S)NC(=O)Cc2ccccc2)cc1
-3.0	-0.37	COc1cccc(C(=O)NCCCNC(=O)c2ccco2)c1
-0.2	-0.15	O=C(Cc1ccc(F)cc1)N1CCN=C1SCc1ccc([N+](=O)[O-])cc1
-0.8	0.03	Cc1ccc2nc(-c3ccc4c(c3)NC(=O)CO4)cn2c1
0.0	0.8	CCc1ccc(CNC(=O)C2CCCN(S(=O)(=O)N3CC(C)CC(C)C3)C2)cc1 (stereo not given)
-0.9	2.5	Cc1cccc(-c2nc(Nc3ccc(O)cc3)c3ccccc3n2)c1
0.6	-0.13	CCN(CC)CCN1C(=O)C(=O)/C(=C(/O)c2ccc(OC)c(OC)c2)C1c1ccccn1 (stereo not given)
0.0	-0.74	N=C1S/C(=C\c2cn[nH]c2-c2ccc(F)cc2)C(=O)N1c1ccccc1F
0.4	1.5	O=C(CN1C(=O)COc2ccccc21)N(Cc1cccnc1)Cc1ccccc1F
-0.6	-0.67	O=C(c1sccc1-n1cccc1)N1CCCC1
-3.0	-0.1	Cc1cc2[nH]c(=O)c(=O)[nH]c2cc1S(=O)(=O)NC1CCC(C)CC1 (stereo not given)
4.3	1.1	O=C(N/N=C/c1sc(=O)n(-c2ccccc2)c1Cl)c1ccncc1
-5.1	0.16	Cn1cccc1Cc1nnc(SCC(=O)NC2CCCC2)n1-c1ccc(F)cc1
3.0	-0.9	CCOC(=O)c1sc(NC(=O)CSc2nnnn2-c2ccc(C)c(C)c2)nc1C
1.6	-1.7	Cc1csc(SCC(=O)Nc2nc3ccccc3s2)n1
-0.8	-0.47	O=C(Nc1nnc(C2=COCCO2)o1)c1ccc(S(=O)(=O)N2CCCCC2)cc1
0.6	0.58	O=C1CN(C(=O)COC(=O)C2=COCCO2)c2ccccc2N1
7.4	-0.65	NC(=O)c1c(NC(=O)c2ccc(F)cc2)sc2c1CCC2
-0.1	-0.42	CCC(CC)C(=O)c1c[nH]c(C(=O)NCCOC)c1
-0.8	-0.17	COC(=O)CN1C(=O)C(O)(CC(=O)c2ccc(C)o2)c2ccccc21 (stereo not given)
0.9	2.7	COC(=O)c1cc(NC(=O)/C=C/c2ccccc2)ccc1O
-0.8	1.6	Cc1cc(/C=C\c2ccccc2)nc2ccccc12
0.3	0.09	Cc1ccccc1NC(=O)CSc1nnc(-c2ccco2)n1N
-0.4	-0.01	O=C(c1ccc(F)cc1)c1cn(Cc2ccc(F)cc2)c2cc3c(cc2c1=O)OCCO3
0.7	0.33	Cc1ccc(-c2noc(CCCOc3ccc(Cl)cc3Cl)n2)cc1
-1.3	0.04	NC(=O)N1CCc2ccccc21
-0.4	1.2	CC1CCCCC1NC(=S)Nc1ccc(Cl)cc1Cl (stereo not given)
1.1	0.26	O=C(CSc1ccsc1[N+](=O)[O-])NCc1ccco1
-0.1	0.34	CCN1CCCC1CNC(=O)CCc1nnc(CCC2CCCCC2)o1 (stereo not given)

Going on with the list.
STK33 inh	Kir21 block	smiles
-5.2	-1.3	CCOC(=O)c1csc(NC(=O)c2ccc(N3C(=O)CCC3=O)cc2)n1
-0.6	2.4	Cc1ccc(C)c(NC(=O)CCN2CCC(C)CC2)c1
-1.6	1.2	COc1ccc(-c2nn(C)c(=O)c3ccccc23)cc1NC(=O)Cn1nc(-c2ccccc2)c2ccccc2c1=O
-0.7	-0.14	CCOC(=O)c1cnc(-c2ccccc2)nc1Oc1ccc(OC)cc1
/	0.38	O=C(NC1CCN(C(=O)Nc2cccc(F)c2)CC1)C1CCCCC1
-1.7	-0.35	COc1ccccc1/C=C/C(=O)OCCN1CCOCC1
0.3	/	Cc1nn(-c2ccccc2)c(C)c1C(=O)OCC(=O)Nc1cccc(S(N)(=O)=O)c1
-1.1	-0.45	CC1Cn2c(nnc2-c2cccs2)S1 (stereo not given)
0.4	-0.71	COCCn1c(=O)[nH]c2cc(C(=O)NCCN3CCN(c4ccc(OC)cc4)CC3)ccc2c1=O
0.5	1.2	N=c1c(S(=O)(=O)c2ccc(Br)cc2)cc2c(=O)n3ccccc3nc2n1Cc1ccco1
-1.7	0.51	COc1cc(/C=N/NC(=O)c2cc(-c3ccc4c(c3)OCO4)n[nH]2)ccc1O
-1.5	1.1	CCNC(=S)N1CCN(S(=O)(=O)c2ccc(C)cc2)CC1
-0.1	/	Cc1ccc(S(=O)(=O)N2CCCCC2)cc1NC(=O)c1cc2ccccc2o1
-1.6	1.3	CS(=O)(=O)N(CC(=O)N1CCN(c2ccccc2)CC1)c1cccc(Br)c1
0.4	-1.4	CC(C)OC(=O)c1ccc(NC(=O)c2ccco2)cc1
-1.6	-1.3	CCOC(=O)Cn1c(=O)n(C2CCCC2)c(=O)c2ccccc21
-0.4	/	CCOC(=O)C1CCN(C(=O)c2cccc(NS(=O)(=O)c3ccc(Br)cc3)c2)CC1
-0.5	0.73	CC(=O)Nc1ccc(Sc2ncnc3scc(-c4ccccc4)c23)cc1
-0.5	-0.48	Cc1sc2ncnc(NCCc3ccc(S(N)(=O)=O)cc3)c2c1C
-1.4	-2.2	CN(Cc1cccc(Cl)c1Cl)C(=O)c1ccc(NC(=O)CC#N)cc1
0.9	/	O=C(CCCOc1ccccc1)N1CCN(S(=O)(=O)c2ccccc2)CC1
0.8	0.39	COc1ccc(CNCc2ccncc2)c(OC)c1

Screens from PubChem.
